High-throughput results deposited in PubChem by Sanford-Burnham Center for Chemical Genomics.
UBC13 polyUb: inhibitors of human UBC13 polyubiquitin chain formation | AID 485273 | P61088 | inhibition, % at 20 µM | TR-FRET | 0.47% of 330,000 active; in the data active = inhibition above about 45%, passing the limit was not always enough
Target sequence (P61088 whole entry, looked up): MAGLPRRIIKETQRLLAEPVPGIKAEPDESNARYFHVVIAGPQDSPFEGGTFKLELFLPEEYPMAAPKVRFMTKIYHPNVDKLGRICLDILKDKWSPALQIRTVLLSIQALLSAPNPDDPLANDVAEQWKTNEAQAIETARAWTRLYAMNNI
SENP8 inh: blocks the human protease SENP8; Q96LD8; purified SENP8, Z-RLRGG-aminoluciferin cleavage, luminescence; inhibition, % at 10 µM; 1.2% of 330,000 active
Target sequence (Q96LD8 whole entry, looked up): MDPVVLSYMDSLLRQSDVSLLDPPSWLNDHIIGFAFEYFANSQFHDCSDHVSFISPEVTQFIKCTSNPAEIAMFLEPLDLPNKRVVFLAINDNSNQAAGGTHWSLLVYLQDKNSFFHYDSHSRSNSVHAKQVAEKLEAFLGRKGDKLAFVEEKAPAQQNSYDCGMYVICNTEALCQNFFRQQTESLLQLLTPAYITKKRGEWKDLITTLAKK
HKDC1 inhibitor: inhibitors of human hexokinase HKDC1; Q2TB90; recombinant HKDC1, G6PDH/diaphorase resazurin coupled fluorescence; inhibition, % at 20 µM; 0.16% of 340,000 active; AID 493160;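 active = inhibition above about 35% when tested at 20 µM, limit read from the data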;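 also: plate controls were DMSO wells with enzyme for no effect and DMSO wells lacking enzyme for full effect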
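Test system: HK5 enzyme. Quantity: 5 µg/mL HK5 final. Reagent: glucose and ATP substrates. Schedule: 90 min reaction incubation at room temperature, dark. Technique: resazurin-to-resorufin fluorescence via G6PDH and diaphorase coupling, 525/613 nm. Control set: DMSO wells with and without enzyme mix.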
SENP7 block: inhibitors of human SENP7 protease. Q9BQF6. recombinant SENP7, Z-RLRGG-aminoluciferin luminescence, 40 min. inhibition, % at 5 µM. 1.5% of 330,000 active. AID 434973;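 active = inhibition above about 50% at the single test dose, limit read from the data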;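 also: plate controls were DMSO with enzyme for no effect and no enzyme buffer wells for full effect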
Target sequence (Q9BQF6 706-1050 limits assumed): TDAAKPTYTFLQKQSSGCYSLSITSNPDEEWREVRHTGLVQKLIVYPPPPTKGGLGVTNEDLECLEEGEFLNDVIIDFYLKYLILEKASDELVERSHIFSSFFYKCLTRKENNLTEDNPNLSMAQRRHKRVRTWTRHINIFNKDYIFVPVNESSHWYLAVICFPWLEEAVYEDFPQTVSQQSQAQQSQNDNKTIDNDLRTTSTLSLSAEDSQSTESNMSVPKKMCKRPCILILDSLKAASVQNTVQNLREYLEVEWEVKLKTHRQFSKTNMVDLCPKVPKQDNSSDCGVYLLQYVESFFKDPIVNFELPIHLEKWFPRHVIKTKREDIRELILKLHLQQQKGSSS
Jurkat NFkB inh: inhibitors of the PMA/ionomycin-induced NF-kB reporter in Jurkat cells; PMA/ionomycin-induced NF-kB luciferase reporter, luminescence; inhibition, % at 4 µM; 0.53% of 330,000 active
Gli-Sufu block: Gli-Sufu pathway antagonism. Sufu-KO-LIGHT fibroblasts, Gli luciferase reporter luminescence. inhibition, % at 5 µM. 0.74% of 340,000 active. AID 588413;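 active = inhibition above about 55%, limit read from the data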;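 also: 0% = DMSO-treated cells and 100% = wells with medium but no cells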
Apaf-1 inh: blocks human Apaf-1 apoptosome activity; O14727; reconstituted apoptosome caspase-3 activity, DEVD-Rh110 fluorescence; inhibition, % at 20 µM; 0.71% of 330,000 active; active = inhibition of at least 40% at 20 µM;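 also: plate controls were DMSO wells for no effect and DEVD-CHO caspase inhibitor wells for full effect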
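Material: reconstituted apoptosome with Apaf-1, cytochrome c, caspase-9, procaspase-3, dATP; medium: pH 7.5 Hepes buffer with CHAPS, BSA, DTT; also added: cytochrome c and DEVD-Rh110 substrate; timing: 30 min plus 50 min, RT; signal: Rh110 fluorescence intensity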
697 NFkB inh: lowers PMA/ionomycin-induced NF-kB signal in 697 B cells | 697 B-cell NF-kB luciferase reporter, 16 h | inhibition, % at 4 µM | 0.33% of 330,000 active | AID 435022; in the data active = inhibition above about 35%
* hit, by the source's call; · = no result given. Rule as the data show it, unless noted: active = inhibition above about 50%; inactive = the rest.

SMILES	UBC13 polyUb	SENP8 inh	HKDC1 inhibitor	SENP7 block	Jurkat NFkB inh	Gli-Sufu block	Apaf-1 inh	697 NFkB inh
CCc1ccc([C@@H]2CC=C(C(=O)O)[C@H](c3ccc(F)cc3)N2S(=O)(=O)c2ccc(C)cc2)cc1	-23	-5	2	14	-7	3	30	10
CN(CCc1ccccn1)C(=O)CCC1CCCN(C(=O)CCOc2ccccc2)C1 (configuration not stated)	-5	-12	-8	2	-4	-1	6	-21
Oc1cccc2ccc(/C=C/c3ccccc3Br)nc12	-38	82*	6	70*	-84	9	15	-98
CCNC(=S)N(Cc1cc2cccc(C)c2[nH]c1=O)C1CCCC1	8	2	10	1	3	5	6	3
N#Cc1c(-c2ccco2)cc(-c2cccnc2)nc1N	-5	-5	8	-8	-14	7	15	-23
CC(C)C(=O)Nc1ccc2c(c1)nc(CCN1CCCCC1)n2C	1	-10	-3	-6	-15	7	9	12
Cc1ccc(C)c(C(=O)CCC(=O)OCn2nnc3ccccc3c2=O)c1	4	11	-1	8	1	-10	-1	18
CCOC(=O)CSc1nc(-c2ccccc2)nc2ccc(F)cc12	27	1	0	7	-4	3	17	11
COc1ccc(-n2nc(C(=O)NCC(=O)NC(C)C)c3ccccc3c2=O)c(OC)c1	0	-6	-4	-13	-6	16	2	5
Nc1ncnc2nc(SCCOc3ccc(Cl)cc3)[nH]c12	16	-3	-7	6	-1	-7	5	13
O=C(COc1ccccc1[N+](=O)[O-])NCC1(N2CCCCC2)CCCCC1	6	0	-4	0	0	-2	-4	2
Cc1ccc(O)c(C2=NNC(c3ccc(Cl)cc3)C2)c1 (configuration not stated)	-3	-11	-1	-10	-65	-10	13	-70
CN(C)C(CNC(=O)C1CCN(S(=O)(=O)c2ccccc2)CC1)c1ccccc1 (configuration not stated)	-7	-5	-3	-9	2	1	1	17
O=c1cc2ncc(-c3[nH]ncc3[N+](=O)[O-])cn2[nH]1	-11	-7	-1	-8	-16	8	-14	-3
CCN(CC)C(=O)OCc1c(-c2ccccc2)ncc2ccccc12	4	7	-3	4	-97	-31	3	-82
CN(C(=O)COC(=O)COc1ccc2c(c1)CCC2)c1c(N)n(Cc2ccccc2)c(=O)[nH]c1=O	3	2	4	7	17	-1	4	3
CCOC(=O)C1=C(COC(=O)Cc2ccc(OC)c(OC)c2)NC(=O)NC1C (configuration not stated)	-1	-5	-3	-1	5	1	-2	8
Oc1ccc(Cc2ncc(C(F)(F)F)cc2Cl)cc1	2	2	-2	7	7	8	6	18
CC(NC(=O)Cn1cc(Br)c([N+](=O)[O-])n1)c1ccccc1 (configuration not stated)	8	-7	-6	-8	5	10	-8	19
Cc1ccccc1NC(=O)c1cc(C(=O)c2cc(Cl)ccc2O)cn(-c2ccccc2C)c1=O	-25	-7	15	-6	-20	4	16	-22
COC(=O)c1ccc(N=Cc2c(C(F)(F)F)[nH][nH]c2=O)cc1	-1	-8	-8	3	-2	-4	-16	3
CCOC(=O)c1c(C)[nH]c(C(=O)CSc2nnc(-c3cccs3)n2Cc2ccccc2)c1C	4	11	-3	5	-18	0	9	-12
COC(=O)c1nnn(-c2nonc2N)c1CSc1nnc(N)s1	1	-4	-1	4	9	3	-18	0
COc1cccc(CNC(=O)CCC(=O)N2Cc3cccc(OC)c3Oc3ncccc32)c1OC	-5	5	-7	3	-20	-8	-20	-11
CC(C)(C)c1ccc(C(=O)NCCC(=O)Nc2ccc3c(c2)OCCO3)cc1	6	-15	30	-4	-1	13	6	-38

Compounds above that have a Cl atom (four):
SMILES	UBC13 polyUb	SENP8 inh	HKDC1 inhibitor	SENP7 block	Jurkat NFkB inh	Gli-Sufu block	Apaf-1 inh	697 NFkB inh
Nc1ncnc2nc(SCCOc3ccc(Cl)cc3)[nH]c12	16	-3	-7	6	-1	-7	5	13
Cc1ccc(O)c(C2=NNC(c3ccc(Cl)cc3)C2)c1 (configuration not stated)	-3	-11	-1	-10	-65	-10	13	-70
Oc1ccc(Cc2ncc(C(F)(F)F)cc2Cl)cc1	2	2	-2	7	7	8	6	18
Cc1ccccc1NC(=O)c1cc(C(=O)c2cc(Cl)ccc2O)cn(-c2ccccc2C)c1=O	-25	-7	15	-6	-20	4	16	-22

Some entries already given, limited to SENP8 inh, SENP7 block and Apaf-1 inh.
Structure | SENP8 inh | SENP7 block | Apaf-1 inh
O=c1cc2ncc(-c3[nH]ncc3[N+](=O)[O-])cn2[nH]1 | -7 | -8 | -14
CCN(CC)C(=O)OCc1c(-c2ccccc2)ncc2ccccc12 | 7 | 4 | 3
CN(C(=O)COC(=O)COc1ccc2c(c1)CCC2)c1c(N)n(Cc2ccccc2)c(=O)[nH]c1=O | 2 | 7 | 4
CCOC(=O)C1=C(COC(=O)Cc2ccc(OC)c(OC)c2)NC(=O)NC1C (configuration not stated) | -5 | -1 | -2
Oc1ccc(Cc2ncc(C(F)(F)F)cc2Cl)cc1 | 2 | 7 | 6

More compounds follow.
SMILES	UBC13 polyUb	SENP8 inh	HKDC1 inhibitor	SENP7 block	Jurkat NFkB inh	Gli-Sufu block	Apaf-1 inh	697 NFkB inh
COc1ccc(-n2c(CCC(=O)O)ccc2-c2ccc(F)cc2)c(OC)c1	-2	-3	0	-1	3	6	2	1
CN(CCOc1ccc(Cl)cc1)c1ccc(S(=O)(=O)N2CCCCC2)cn1	22	-2	0	0	13	17	15	6
COc1ccc(C(=O)N/C(=C\c2cc(OC)c(OC)cc2[N+](=O)[O-])C(=O)NCCO)cc1	-10	-1	-3	3	4	-3	-16	10
CCOC(=O)c1c(C)nc(SCC(N)=O)c(C#N)c1-c1ccccc1	-2	-2	-9	6	-27	11	0	-43
CCOc1ccccc1NC(=O)C1CCCN1S(=O)(=O)c1ccccc1C(F)(F)F (configuration not stated)	25	-1	-3	6	-5	9	1	11
COc1ccc(OCCOCCOc2ccc(C)cc2[N+](=O)[O-])cc1	12	-5	-9	8	-6	-2	7	10
COc1cc(CNc2ccc(NC(C)=O)cc2)ccc1OCc1ccccc1C	-3	21	7	20	-15	-9	-2	-45
CN1CCCN(S(=O)(=O)c2ccc3ccccc3c2)CC1	-5	4	4	-5	11	9	2	-8
Cc1cccc(-n2cnc3c(c2=O)c2nc4ccccc4nc2n3Cc2ccco2)c1	-20	3	-5	-4	29	7	23	2
COc1cc(SC)ccc1C(=O)N1CCN(c2ccccc2OC)CC1	-4	-1	-10	-5	38	1	11	-37
COc1cccc(C2c3[nH]c4ccccc4c3CCN2CCCn2cccn2)c1 (configuration not stated)	12	6	-4	0	1	16	1	10
O=C(/C=C/c1ccccc1)N(c1ccccn1)C1CCCCC1	-11	-8	-2	1	-5	2	16	1
CC(C)c1nc(NCc2ccccc2)c(C#N)c2c1CCCC2	14	0	4	0	-17	-1	7	6
O=C(COc1ccc(-c2nnco2)cc1)N1CCOCC1	-4	0	-2	4	5	-2	2	2
Cc1cc(C)c(C#N)c(SCC(=O)c2ccc(Cl)cc2Cl)n1	10	3	3	3	6	·	12	33
CC1CC(C)CN(S(=O)(=O)CC23CCC(CC2=O)C3(C)C)C1 (configuration not stated)	-3	-1	-3	-5	-6	-1	8	2
N/C(Cc1nc(-c2ccc(F)cc2)cs1)=N\O	-4	-11	1	10	-14	4	-14	-9
COc1cccc(N2CCN(CC(=O)NCc3ccccc3)CC2)c1	-2	13	-4	-6	-6	18	-7	-4
COC(=O)c1nnn(CC(=O)NC(=O)Nc2cccc(C)c2C)c1C(=O)OC	5	-6	2	5	6	6	4	4
O=C(O)CC(Cc1ccc(Br)cc1)C(=O)Nc1ccccc1 (configuration not stated)	-16	-6	2	-5	2	2	4	-23
COc1ccc(CN(C)Cc2ccccc2)c(OC)c1OC	-13	-8	-7	1	-3	8	1	4
Oc1ccc(CN2CCc3ccccc3C2)c2cccnc12	5	-1	-7	12	37	84*	6	-3
COC(=O)CNC(=O)C(NC(=O)c1ccc(Cl)cc1)C(C)C (configuration not stated)	1	-4	-2	9	1	-22	0	21
C=C1C(=O)O[C@@H]2[C@H]3O[C@]3(C)CC/C=C(\C)CC[C@@H]12	4	12	-4	0	19	0	-5	12
COc1ccc(C(C(=O)NC(C)(C)C)N(C(=O)CNC(=O)c2cccs2)c2ccc(NC(C)=O)cc2)cc1OC (configuration not stated)	2	6	-6	-7	1	-5	13	14

Carrying on:
SMILES	UBC13 polyUb	SENP8 inh	HKDC1 inhibitor	SENP7 block	Jurkat NFkB inh	Gli-Sufu block	Apaf-1 inh	697 NFkB inh
CCOC(=O)C(=O)/C(C#N)=C/Nc1ccccc1	-6	-5	-2	0	5	17	-8	-7
Cc1ccc(S(=O)(=O)NCCC(=O)OCC(=O)NCCc2ccccc2)cc1C	-3	-10	-1	14	-1	-10	11	8
Cc1cc(C(=O)NCCN2CCOCC2)c2ccccc2n1	3	2	-2	11	-8	-3	0	-10
CCOC(=O)c1c(/N=C/c2cc(C)ccc2O)sc2c1CCN(C)C2	-4	9	1	13	-1	12	-10	-22
CC[C@]12c3[nH]c4ccc(OC)cc4c3CCN1C(=O)C(CC(=O)NCc1cccc(C(F)(F)F)c1)C[C@@H]2C(=O)N1CCN(C(=O)c2ccco2)CC1 (some centres not stated)	·	·	-1	14	·	-5	22	7
COC(=O)c1c(O)c2c([nH]c1=O)CCCC2	5	-2	0	-4	8	12	-7	16
O=C(O)C1CC=CCC1C(=O)Nc1ccc(F)c(F)c1 (configuration not stated)	9	-4	0	-4	3	0	-8	4
CC/C(C)=N/Nc1nc(-c2cc3cccc(OC)c3oc2=O)cs1	-13	29	5	-6	-68	-11	-11	-93
Nc1ccccc1C(=O)Nc1nccs1	12	-11	0	-1	-11	-25	-12	-25
NC(=O)c1ccsc1NC(=O)CS(=O)(=O)c1ccccc1	0	1	-2	1	1	-19	3	-5
Cn1cc(Cl)cc(C(=O)Nc2ccccc2)c1=O	5	1	0	8	-55	-29	-3	-36
CCOC(=O)C1CCCN(CC(=O)/C=C2/N(C)c3ccccc3C2(C)C)C1 (configuration not stated)	2	1	-10	-3	1	7	6	-1
COc1ccc(-c2cc(C(=O)Nc3ccc(S(=O)(=O)Nc4ncccn4)cc3)c3ccccc3n2)cc1	11	-2	4	3	-5	1	11	-18
O=C(NC1CCCC1)C(c1ccccc1F)N(C(=O)c1csnn1)c1ccccc1 (configuration not stated)	-4	-12	-3	-4	-6	3	-1	21
Cc1ccc(NC(=O)CSc2nnc(Cc3cccn3C)n2-c2ccc(F)cc2)c(C)c1	0	-2	-4	14	-1	-6	-3	-6
O=C(C1CCCN(S(=O)(=O)c2cccs2)C1)N1CCN(C2CCCCC2)CC1 (configuration not stated)	5	-4	7	-3	-6	8	0	10
C=CCN(C(=O)CCC(=O)O)C1CC(=O)N(c2ccc(OC)cc2)C1=O (configuration not stated)	-7	0	-1	7	11	-16	-8	14
COc1cc(C)ccc1OCc1cc(C(=O)NC(C)Cn2cncn2)no1 (configuration not stated)	0	-2	-6	-1	-79	-27	-12	-80
COc1cc(NC(=O)COC(=O)c2ccc([N+](=O)[O-])s2)cc(OC)c1OC	1	64*	1	33	6	1	35	15
C#CCNC(=O)C1=C[C@@H](c2coc3ccccc3c2=O)C[C@@H](OCCCCO)O1	-5	-9	-4	-5	-11	5	6	-33
COc1ccc(S(=O)(=O)N2CCN(C(=O)c3cccc(Cl)c3)CC2)cc1	-6	-11	-3	-7	-5	4	17	0
Cc1ccnc(NC(=O)Nc2ccc(F)cc2)c1	-14	30	-1	42	-163	14	7	-289
Cc1nc(-c2ccccc2)sc1C(=O)CSc1ccc(Cl)cc1	-10	-5	6	-3	1	0	7	-39
O=C(NCCc1nc(-c2ccccc2)cs1)c1ccc(Br)cc1	-10	-10	0	0	-6	-3	12	6
O=C(Cc1ccc(-n2cccc2)cc1)NCc1ccccc1Cl	-4	-3	16	-7	47	-5	4	-6
CCOC(=O)NC(=O)/C(C=Nc1ccc(Cl)c(Cl)c1Cl)=C(\C)O	0	10	-6	5	3	1	-10	0
